DT40 TDP1 CPT: DT40-hTDP1 cell growth loss with CPT; chicken DT40 Tdp1-/-;hTDP1 cells + 20 nM CPT, ATP luminescence, 48 h; Potency, µM (top dose mostly 46.2 µM), for inactives: at the top dose activity change, negative = growth inhibition, most hits filed as inhibitors; 420,000 tested, 12% active; AID 686979; also: nearly all actives have a fitted effect of over 55% in size
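Cell growth measured by CellTiter-Glo luminescence after a minimum 48 h, 37 C compound exposure with 20 nM CPT in Tdp1-knockout DT40 cells stably expressing hTDP1, seeded 400/well; qHTS titration format.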
KAT2A inh: inhibitors of human GCN5L2 histone acetyltransferase; 390,000 tested, 0.21% active; Q92830; GCN5L2 HAT assay, ThioGlo1 CoA-SH fluorescence; Potency, µM (top dose mostly 58.9 µM), for inactives: at the highest dose activity change, negative = inhibition, most hits filed as inhibitors
Target sequence (Q92830 whole entry, looked up): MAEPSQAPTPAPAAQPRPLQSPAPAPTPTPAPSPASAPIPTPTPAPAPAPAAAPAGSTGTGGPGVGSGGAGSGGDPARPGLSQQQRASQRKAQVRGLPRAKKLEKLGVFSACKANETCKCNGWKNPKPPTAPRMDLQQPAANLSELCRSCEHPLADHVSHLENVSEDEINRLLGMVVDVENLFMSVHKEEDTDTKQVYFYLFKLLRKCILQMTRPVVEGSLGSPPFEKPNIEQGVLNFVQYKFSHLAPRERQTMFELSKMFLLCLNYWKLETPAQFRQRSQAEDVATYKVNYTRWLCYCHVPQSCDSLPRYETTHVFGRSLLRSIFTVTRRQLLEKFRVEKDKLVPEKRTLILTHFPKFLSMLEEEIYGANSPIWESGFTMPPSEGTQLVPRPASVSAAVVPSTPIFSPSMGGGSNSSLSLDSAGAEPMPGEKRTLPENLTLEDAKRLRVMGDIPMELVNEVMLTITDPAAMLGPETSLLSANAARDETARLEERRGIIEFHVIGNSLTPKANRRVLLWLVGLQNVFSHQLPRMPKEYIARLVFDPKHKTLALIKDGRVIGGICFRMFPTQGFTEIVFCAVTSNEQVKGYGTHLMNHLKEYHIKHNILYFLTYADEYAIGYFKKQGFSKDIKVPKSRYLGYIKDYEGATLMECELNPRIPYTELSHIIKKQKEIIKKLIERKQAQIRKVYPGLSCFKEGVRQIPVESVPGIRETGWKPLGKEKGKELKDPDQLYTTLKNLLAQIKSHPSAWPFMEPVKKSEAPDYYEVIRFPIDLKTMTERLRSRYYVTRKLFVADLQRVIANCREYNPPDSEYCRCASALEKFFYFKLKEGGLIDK
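qHTS, 1536-well. 20nM enzyme, pH 7.5 HEPES/EDTA/Tween-20 buffer; 15 min compound preinc., RT. Start: 75uM H3(1-25), 70uM AcCoA, 50uM ThioGlo1. Read Ex340/Em540 at t=0 (autofluorescence flag) and t=20 min.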
TDP1 cell noCPT: qHTS for Inhibitors of human tyrosyl-DNA phosphodiesterase 1 (TDP1): qHTS in cells in absence of CPT; DT40 Tdp1-/- hTDP1 cells, no CPT, ATP luminescence, 48 h; AID 686978, 2013; 420,000 tested, 15% active; Potency, µM (series often up to 46.2 µM), for inactives: at the top dose activity change, negative = growth inhibition, most hits filed as inhibitors; also: nearly all actives have a fitted effect of over 55% in size
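Growth kinetics read by CellTiter-Glo luminescence after ≥48 hr at 37 °C. Cells: DT40 Tdp1-/- stably carrying human TDP1, 400 per well, compound exposure in the absence of CPT (DMSO vehicle).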
The depositor's hits bear a star; ? = inconclusive; · = no result given; & = joins results of further samples; [ ] = another dose, or the depositor's remark. Calls follow the shape of the dose curve; as a rule, active = well fitted curve in the direction sought with a large enough effect; inconclusive = small, poorly fitted or top-dose-only effect, or another doubt; inactive = no such curve, though single readings can be large; an effect the other way counts as inactive or inconclusive. % is scaled to controls: 0 for no effect and ±100 for the full control effect; potency is read from the fitted curve at half-maximal effect.

SMILES	DT40 TDP1 CPT	KAT2A inh	TDP1 cell noCPT
CCC1Nc2ncnc(N3CCc4ccccc4C3)c2N(Cc2ccc(Cl)cc2)C1=O (stereo unspecified)	21µM*	-17%	?
COc1ccc(NC(=O)CC2C(=O)N(Cc3ccco3)C(=S)N2C(C)C)cc1 (stereo unspecified)	-21%	1%	-1%
Cc1ccc(CN2C(=O)C(CC(C)C)Nc3ncnc(N4CCOCC4)c32)cc1 (stereo unspecified)	-9%&-6%	-1%	-27%&-14%
COc1ccc([C@H]2C(C#N)=C([S-])N[C@](C)(O)[C@@H]2[n+]2ccccc2)cc1	1%	-4%	-20%
CC(C)CC(C)NC(=O)c1ccc(C(F)(F)F)cc1 (stereo unspecified)	-15%	1%	0%
COc1ccc2[nH]c(C(=O)c3ccccc3)cc2c1	0.13µM*	-6%	0.15µM*
O=C(CCNS(=O)(=O)c1ccc(Br)cc1)N1CCN(c2ccccc2O)CC1	?	-4%	?
CCN(C(=O)CSc1nnc(-c2ccncc2)n1-c1ccccc1)C1CCS(=O)(=O)C1 (stereo unspecified)	39%[activator]	-1%	10%
CSCCC(=O)Nc1cc(S(=O)(=O)N2CCOCC2)ccc1N1CCN(C)CC1	-13%	0%	-15%
COC(=O)c1ccc(CN(C(C)=O)c2ccccc2)o1	-13%	-10%	-5%
COc1ccc(C2C=C(c3ccccc3)Nc3nc(NS(=O)(=O)c4ccccc4)nn32)cc1 (stereo unspecified)	?	-3%	?
CCCC12CN3CC(C)(CN(C1)C3c1ccc([N+](=O)[O-])o1)C2=O (stereo unspecified)	23%	-1%	-2%
O=c1c2ccccc2nnn1Cc1nnc(-c2ccccc2Br)o1	-8%	0%	-7%
CCCCS(=O)(=O)C1CCS(=O)(=O)C1 (stereo unspecified)	3%	-3%	-6%
Cc1ccccc1C(C(=O)NC1CCCC1)N(C(=O)Cc1cccs1)c1ccc2c(c1)OCCO2 (stereo unspecified)	?	-11%	?
Cc1ccc(N(C(=O)c2csnn2)C(C(=O)NC2CCCCC2)c2cccnc2)cc1 (stereo unspecified)	16%	-4%	-6%
COCCN1CCn2c(nc3cc(NC(=O)c4ccc(OC)cc4)ccc32)C1	21µM*	-10%	21µM*
Cc1ccc(CNC(=O)CN2C(=O)CCn3nc(-c4ccccc4)cc32)cc1	-15%	-24%	-17%
O=C1CC(N2CCN(c3ccc(Cl)cc3)CC2)C(=O)N1c1ccccc1 (stereo unspecified)	16%	2%	16%
Cc1ccc(CNC(=O)C2CCCN(S(=O)(=O)c3c(C)noc3C)C2)cc1 (stereo unspecified)	-12%	6%	-10%
CCN(CC)S(=O)(=O)c1ccc2c(c1)N(CC(=O)N(C)Cc1ccccc1)C(=O)CO2	?	0%	26µM*
Cc1ccc(CN2C(=O)CCC2C(=O)NC2CCCC2)cc1 (stereo unspecified)	7%	1%	7%
CCc1ccc(NC(=O)C2=CC=CN3CCS(=O)(=O)N=C23)cc1	-18%	-8%	1%
Cc1ccc(NC(=O)N2CCN(c3cc(-c4noc(C)n4)ccc3C)CC2)c(C)c1	-5%	-10%	1%
CN1CCN(S(=O)(=O)c2cccs2)CC1	0%	?	7%
Cc1cc(C)nc(SCCS(=O)(=O)Cc2ccc(Cl)cc2)n1	-20%	4%	-20%
CCCC(=O)N1CCCC1(C)C(=O)Nc1cc(C)ccc1C (stereo unspecified)	2%	·	0%
c1ccc2c(c1)[nH]c1c3ccccc3sc21	-24%	1%	?
CCC1CCCCN1C(=O)Cn1c(=O)oc2cc(S(=O)(=O)N3CCCCC3)ccc21 (stereo unspecified)	-26%	-5%	-26%
O=C(C1COc2ccccc2O1)N1CCN(c2ccc(C(F)(F)F)cn2)CC1 (stereo unspecified)	-6%	-13%	-11%
Cc1cc(Cl)ccc1NC(=O)CN1C(=O)C(=O)c2ccccc21	5.8µM*	0%	4.1µM*
COCCCN1CN=C(NS(=O)(=O)c2ccc(NC(C)=O)cc2)NC1	-2%	12%	-13%
CCCS(=O)(=O)NC(=O)C1(C)CCCN(C(=O)c2ccccc2F)C1 (stereo unspecified)	-1%	·	-1%
CCCCn1c(C(C)O)nc2ccccc21 (stereo unspecified)	-21%	-10%	-5%
O=C(NC(=S)NC1CCCCCC1)c1cncc(Br)c1	6%	-1%	-27%
O=C(C1CC(=O)N(c2ccc(F)cc2)C1)N1CCOCC1 (stereo unspecified)	-1%	-7%	2%
CCOC(=O)c1cc2ccc3ccccc3c2oc1=O	-3%	-20%	-15%
CC(C)C[C@@H](CNCC(=O)[C@H](CC(C)C)NC(=O)c1[nH]cnc1C(=O)N[C@@H](C)CN)NC(=O)c1nc[nH]c1C(=O)N[C@@H](CC(=O)O)C(=O)O	-16%	·	-3%
Cc1ccc(S(=O)(=O)N2CCC3(CC2)OCCO3)c(C)c1	0%	-29%	1%
CCCN(CCC)CCNC(=O)Cn1cnc2sc(C)c(S(=O)(=O)N3CCOCC3)c2c1=O	-8%	·	-6%
CCOC(=O)c1c(C)[nH]c(C)c1S(=O)(=O)NCCc1sccc1C	1%	-9%	?
COc1ccccc1CNC(=O)CN1C(=O)NC2(CCCCCC2)C1=O	9%	1%	-24%
COc1cc(/C=N/NC(=O)c2ccc(NS(=O)(=O)c3cccs3)cc2)cc(OC)c1O	-7%	-13%	-16%
C#CCOCCOCCOCCNc1nc(N2CCN(C(=O)[C@H](CCC(=O)O)n3cc(C(N)Cc4ccc(O)cc4)nn3)CC2)nc(N2CCN(C(=O)[C@H](CCC(=O)O)n3cc(C(N)Cc4ccc(O)cc4)nn3)CC2)n1 (stereo partly specified)	-12%	6%	-13%
CCN(CC)CCCN=Cc1c(O)n(-c2ccc(C)cc2)c(=O)c2ccccc12	3%	-5%	-22%
NC(=O)CNC(=O)C1CCCc2c1[nH]c1ccc(Cl)cc21 (stereo unspecified)	-5%	-15%	-10%
COc1ccc(OC)c(NC(=O)CN2C(=O)c3ccccc3S2(=O)=O)c1	-14%	-6%	-2%
O=C(Cn1cncn1)N/N=C/c1cc([N+](=O)[O-])ccc1O	5%	-13%	2%
COCc1c(C(=O)NCC2CCCN(C)C2)cnn1-c1ncc2c(n1)-c1ccccc1CCC2 (stereo unspecified)	11%[9.04 µM]	·	-9%
CCOC(=O)C1=C(CS(=O)(=O)c2ccc(F)c(C)c2)NC(=O)NC1c1ccc(O)c(O)c1 (stereo unspecified)	15%	-4%	-11%

Next part.
SMILES	DT40 TDP1 CPT	KAT2A inh	TDP1 cell noCPT
COC(=O)C(NC(=O)c1ccccc1)=C1CCCCC1	1%	-4%	11%
COc1ccc(C(=O)CN2CCN(c3cc(C)nc4ccccc34)CC2)cc1	26µM*	0%	29µM*
COc1ccc(NC(=O)c2sc(=S)[nH]c2N)cc1	-10%	?	-12%
COc1ccc(C(=O)NCC(=O)OCc2cc(=O)n3nc(C4CCCCC4)sc3n2)cc1	-25%	-3%	-5%
COc1ccc(NC(=O)C[C@H]2C(=O)N(CCc3ccccc3)C[C@@H]2Cc2ccccc2)cc1	-23%	·	?
COC(=O)C1=CN(CCCN2CCCC2=O)C=C(C(=O)OC)C1c1ccccc1C(F)(F)F	-27%	?	?
Cc1nc(SCC(=O)Nc2ccc(C(=O)O)cc2)n[nH]1	10%	-1%	-3%
CC1Sc2ccc(C(=O)N(CCc3ccccc3)Cc3ccccc3)cc2NC1=O (stereo unspecified)	21µM*	·	?
COc1ccc(C(=O)Nc2ccc(N3CCOCC3)cc2)cc1OC	?	-4%	?
Cc1nc2nc(C)c(CCC(=O)O)c(C)n2n1	-20%	-6%	-1%

Copied from above for reference:
SMILES	DT40 TDP1 CPT	KAT2A inh	TDP1 cell noCPT
NC(=O)CNC(=O)C1CCCc2c1[nH]c1ccc(Cl)cc21 (stereo unspecified)	-5%	-15%	-10%
COc1ccc(OC)c(NC(=O)CN2C(=O)c3ccccc3S2(=O)=O)c1	-14%	-6%	-2%
O=C(Cn1cncn1)N/N=C/c1cc([N+](=O)[O-])ccc1O	5%	-13%	2%
COCc1c(C(=O)NCC2CCCN(C)C2)cnn1-c1ncc2c(n1)-c1ccccc1CCC2 (stereo unspecified)	11%[9.04 µM]	·	-9%
CCOC(=O)C1=C(CS(=O)(=O)c2ccc(F)c(C)c2)NC(=O)NC1c1ccc(O)c(O)c1 (stereo unspecified)	15%	-4%	-11%
COC(=O)C(NC(=O)c1ccccc1)=C1CCCCC1	1%	-4%	11%
COc1ccc(C(=O)CN2CCN(c3cc(C)nc4ccccc34)CC2)cc1	26µM*	0%	29µM*
COc1ccc(NC(=O)c2sc(=S)[nH]c2N)cc1	-10%	?	-12%
COc1ccc(C(=O)NCC(=O)OCc2cc(=O)n3nc(C4CCCCC4)sc3n2)cc1	-25%	-3%	-5%
COc1ccc(NC(=O)C[C@H]2C(=O)N(CCc3ccccc3)C[C@@H]2Cc2ccccc2)cc1	-23%	·	?
COC(=O)C1=CN(CCCN2CCCC2=O)C=C(C(=O)OC)C1c1ccccc1C(F)(F)F	-27%	?	?
Cc1nc(SCC(=O)Nc2ccc(C(=O)O)cc2)n[nH]1	10%	-1%	-3%
CC1Sc2ccc(C(=O)N(CCc3ccccc3)Cc3ccccc3)cc2NC1=O (stereo unspecified)	21µM*	·	?
COc1ccc(C(=O)Nc2ccc(N3CCOCC3)cc2)cc1OC	?	-4%	?
Cc1nc2nc(C)c(CCC(=O)O)c(C)n2n1	-20%	-6%	-1%

Next section.
SMILES	DT40 TDP1 CPT	KAT2A inh	TDP1 cell noCPT
O=C(NC(=S)NNC(=O)c1ccccc1O)c1ccc([N+](=O)[O-])cc1	26µM*	5%	15µM*
O=C(CCC1CCCN(Cc2ccc(O)c(Cl)c2)C1)NCc1ccccc1F (stereo unspecified)	-19%	1%	?
O=C(CSc1cn[nH]n1)Nc1ccccc1F	-5%	-1%	-3%
COCCCNC(=S)N(CCCO)Cc1cc2cc3c(cc2[nH]c1=O)OCO3	-4%	-1%	13%
CC(=O)Nc1cccc(N/C=C(\C=O)c2nc3ccccc3o2)c1	-13%	-8%	-14%
CC(C)Cc1nnc(NC(=O)CCC(=O)Nc2ccccc2)s1	-1%	0%	1%
O=C(CSc1nnc(CCc2ccccc2)n1-c1ccc(Cl)cc1)NCc1ccccc1	16µM*	-2%	16µM*
CC1(C)CC(=O)C=C(NCCc2c[nH]c3ccccc23)C1	19%	-5%	-10%
CC(C(=O)O)N1C(=O)c2cccc3cccc1c23 (stereo unspecified)	-2%	-14%	-21%
CSc1nc(C)cc(NC(N)=O)n1	8%	3%	10%
O=C(CCNS(=O)(=O)c1ccc(Br)cc1)NCCc1ccccc1	-22%	-5%	4%
CC1(c2ccc3c(c2)OCCO3)NC(=O)N(CC(=O)Nc2ccccc2)C1=O (stereo unspecified)	-8%	-4%	-9%
CC1(C)S[C@@H]2C(C(=O)O)NC(=O)N2C1C(=O)O (stereo partly specified)	2%	·	-6%
O=C(Nc1cc(Cl)ccc1Oc1ccccc1)c1cnccn1	-10%	-7%	2%
CCOC(=O)CNC(=O)Cn1cnc2sc(C)c(S(=O)(=O)N3CCOCC3)c2c1=O	-5%	-2%	-17%
Cc1c(Cc2ccccc2)c(=O)oc2c(C)c(OCC(=O)N[C@@H](Cc3ccccc3)C(=O)O)ccc12	15%	-26%	0%
Cc1csc(NC(=O)c2ccc(=O)[nH]c2)n1	-12%	-6%	12%
O=C(CCC1CCCC1)Nc1ccccc1-c1ccccc1	-1%	-2%	?
O=C(c1cc(-c2ccncc2)nc2ccccc12)N1CCOCC1	0%	-6%	-19%
Cc1ccc(/C=N/NC(=O)Cc2cccs2)o1	-5%	-8%	-42%
Cc1cc(=O)oc2cc(OC(C)C(=O)N3CCCc4ccccc43)ccc12 (stereo unspecified)	?	-5%	?
CCOC(=O)c1c(C)[nH]c(O)c1C=Nc1ccccc1	-26%	-15%	?
Cc1cc(C(=O)c2ccccc2)nc2ccccc12	-6%	-2%	0%
Cc1cccc(C)c1OCCCCN1CCCCC1	-6%	2%	-18%
COc1ccc2c(COC(=O)CCS(=O)(=O)c3ccc(C)cc3)cc(=O)oc2c1	5%	5%	-5%

Compounds as they come, and some 18% of all compounds hit somewhere here.
